GLS inh – qHTS for Inhibitors of Glutaminase (GLS); Glutaminase kidney isoform, mitochondrial (Homo sapiens), O94925; GLS enzymatic activity, qHTS titration; Potency, µM (titrated, usually from 45.5 µM), for the others: at the top dose activity change, negative = inhibition, actives largely listed as inhibitors; 410,000 compounds, 0.21% hits; AID 624170, 2012; note: % is set by controls: 0 for no effect and ±100 for the full control effect
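Human kidney-isoform GLS in 45 mM KH2PO4 pH 8.2, 0.02% Tween-20, with compound, started with 1mM L-Glutamine (added stock). Glutamate oxidase/HRP/Amplex red coupled fluorescence read at start and after 30 min at RT.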
G9a block – qHTS Assay for Inhibitors of Histone Lysine Methyltransferase G9a | 350,000 compounds, 8.8% hits | AID 504332, 2011 | G9a H3K9 monomethylation, AlphaScreen, 2 h | Potency, µM (top dose mostly 102 µM), for the others: at the top dose activity, negative = inhibition, actives largely listed as inhibitors | Histone-lysine N-methyltransferase EHMT2 (Homo sapiens), Q96KQ7; note: % is set by controls: 0 for no effect and ±100 for the full control effect; nearly all actives have a fitted effect of over 75% in size
Target sequence (Q96KQ7 913-1193 limits assumed): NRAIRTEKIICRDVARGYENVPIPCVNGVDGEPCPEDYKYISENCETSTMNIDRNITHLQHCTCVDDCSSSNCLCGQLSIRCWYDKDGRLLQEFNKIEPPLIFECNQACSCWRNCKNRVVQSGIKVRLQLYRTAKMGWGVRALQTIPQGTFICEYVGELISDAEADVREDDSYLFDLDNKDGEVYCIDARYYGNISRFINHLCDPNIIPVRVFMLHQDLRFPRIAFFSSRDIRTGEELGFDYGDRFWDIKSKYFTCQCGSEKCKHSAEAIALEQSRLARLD
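G9a (20 nM) was preincubated 15 min with compound, then reacted 2 h at room temperature with 500 nM biotin-H3K9 peptide and 20 µM SAM. Monomethyl-H3K9 detected by AlphaScreen using anti-H3K9me1 antibody.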
PGK inhibitor – qHTS Assay to Find Inhibitors of Phosphoglycerate Kinase | Phosphoglycerate kinase, glycosomal (Trypanosoma brucei brucei), P07378 | PGK/GAPDH coupled, Kinase-Glo luminescence, 60 min | Potency, µM (series often up to 57.5 µM), for inactives: at the top dose activity change, negative = inhibition, hits mostly inhibitors | 380,000 compounds, 0.043% hits; note: % is set by controls: 0 for no effect and ±100 for the full control effect; nearly all actives have a fitted effect of over 60% in size
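Recombinant glycosomal PGK reaction used 1,3-bisphosphoglycerate generated in-well by GAPDH (100nM final) in 100mM TEA pH 7.6, 5mM MgCl2, 0.01% Tween-20. After 60 minutes at room temperature, ATP was read by Kinase-Glo Plus luminescence end-point.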
Pin1 inhibitor – qHTS Assay to Find Inhibitors of Pin1. Peptidyl-prolyl cis-trans isomerase NIMA-interacting 1 (Homo sapiens), Q13526. Pin1 FP peptide displacement, HiFluor488, 10 min. Potency, µM (titrated, usually from 115 µM), inactives show at the highest dose activity, negative = inhibition, actives largely listed as inhibitors. 390,000 compounds, 0.009% hits; active = well fitted inhibition curve with a large enough effect in the polarisation, with a control signal flat, not every such curve was filed as active; inconclusive = small, poorly fitted or top-dose-only effect, or effect the other way, or a change in a side signal; inactive = no such curve, though single readings can be large or run the other way; the % refers to the polarisation; note: % is set by controls: 0 for no effect and ±100 for the full control effect
Target sequence (Q13526 whole entry, looked up): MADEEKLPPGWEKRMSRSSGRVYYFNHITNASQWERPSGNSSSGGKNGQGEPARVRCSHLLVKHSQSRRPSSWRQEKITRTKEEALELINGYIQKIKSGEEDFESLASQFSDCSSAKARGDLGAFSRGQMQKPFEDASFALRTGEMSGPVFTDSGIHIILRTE
BAZ2B inh – qHTS Assay for Inhibitors of BAZ2B; Bromodomain adjacent to zinc finger domain protein 2B (Homo sapiens), Q9UIF8; AlphaScreen BAZ2B-H3K14Ac peptide displacement; Potency, µM (highest dose often 114 µM), for the others: at the highest dose activity change, negative = inhibition, most hits filed as inhibitors; 360,000 compounds, 4.4% hits; note: % is set by controls: 0 for no effect and ±100 for the full control effect; nearly all actives have a fitted effect of over 60% in size
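BAZ2B 50 nM plus b-H3(5-23)K14Ac 50 nM, PBS pH 7.4/0.01% Tween-20, 30 min RT; compound added (max 110 uM), 30 min RT; streptavidin donor/Ni-chelate acceptor beads 10 ug/mL final, 20 min dark; AlphaScreen read.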
JMJD2A Tudor – qHTS Assay for Inhibitors of JMJD2A-Tudor Domain. Lysine-specific demethylase 4A (Homo sapiens), O75164. AlphaScreen JMJD2A-Tudor / H3K4me3 peptide binding. Potency, µM (highest dose often 114 µM), for inactives: at the top dose activity change, negative = inhibition, most hits filed as inhibitors. 390,000 compounds, 4.4% hits; note: % is set by controls: 0 for no effect and ±100 for the full control effect; nearly all actives have a fitted effect of over 50% in size
HP1b chromo inh – HTS for Inhibitors of HP1-beta Chromodomain Interactions with Methylated Histone Tails. 390,000 compounds, 0.56% hits. AlphaScreen HP1-beta / biotin-H3K9me3 peptide binding. Potency, µM (top dose mostly 114 µM), inactives show at the highest dose activity change, negative = inhibition, most hits filed as inhibitors. AID 540317, 2011; note: nearly all actives have a fitted effect of over 70% in size; inactives centre near 23
Target sequence (P83916 whole entry, looked up): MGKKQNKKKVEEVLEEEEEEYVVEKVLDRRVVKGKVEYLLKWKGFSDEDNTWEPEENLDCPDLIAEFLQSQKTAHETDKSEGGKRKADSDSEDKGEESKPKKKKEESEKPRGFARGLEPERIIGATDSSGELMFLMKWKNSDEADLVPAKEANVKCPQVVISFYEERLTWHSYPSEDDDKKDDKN
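Compound inhibition of the preformed complex between 50 nM HP1-beta and 50 nM biotinylated H3K9me3 peptide was read by AlphaScreen. Buffer was PBS pH 7.4 with 0.01% Tween-20. Incubations ran 30 min at room temperature, with 10 ug/mL donor/acceptor beads.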
BLM helicase inh – qHTS Assay for Inhibitors of Bloom's syndrome helicase (BLM); RecQ-like DNA helicase BLM (Homo sapiens), P54132; recombinant BLM DNA unwinding, fluorescence dequenching; Potency, µM (highest dose often 56.1 µM), for the others: top-dose activity change, negative = inhibition, actives largely listed as inhibitors; 350,000 compounds, 0.2% hits; AID 2528, 2010;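 note: plate controls were vehicle for no effect and no enzyme for full effect; nearly all actives have a fitted effect of over 35% in size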
POLI inh – qHTS for Inhibitors of Polymerase Iota | 390,000 compounds, 1% hits | Potency, µM (doses to about 115 µM), for inactives: at the top dose activity, negative = inhibition, most hits filed as inhibitors | Pol iota fluorescent replication assay, 10 min
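Pol iota at 10 nM preincubated 15 min with compounds at room temperature; reaction started with fluorescent substrate, 50 nM final. Fluorescence read kinetically at 0 and 10 min; buffer-only wells as negative control.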
Numbers without * were called inactive; i = inactive; ? = inconclusive; / = not tested or not shown; [ ] = dose if it differs, or a comment. Unless noted, calls come from the whole dose curve; as a rule, active = well fitted curve in the direction sought with a large enough effect; inconclusive = small, poorly fitted or top-dose-only effect, or another doubt; inactive = no such curve, though single readings can be large; an effect the other way counts as inactive or inconclusive. Potency is the fitted concentration of half-maximal effect. An excerpt; the hit share may differ from the screen's.

The line under a structure holds: Pin1 inhibitor	PGK inhibitor	BAZ2B inh	BLM helicase inh	GLS inh	JMJD2A Tudor	HP1b chromo inh	POLI inh	G9a block
- O=C(CSc1ccc2nnc(CCNS(=O)(=O)c3ccccc3)n2n1)Nc1ccccc1C(F)(F)F
 : 1%	i	-18%	0%	8%	-16%	48%[activator]	20%	-32%[59 µM]
- CCCC(=O)Nc1ccc(NC(=O)c2ccccc2)nc1
 : -3%	-3%	-3%	0%	-1%	-14%	9%	28%	-1%[12.7 µM]
- CCN(c1ccc(NC(=O)COC(=O)c2ccc3ccccc3n2)cc1)C(C)C
 : ?	-10%	35µM*	-1%	36%[activator]	25µM*	22µM*	-17%	?
- CCn1c(C)c(C(=O)c2ccccc2)c(C#N)c1C(=O)O
 : 7%	-3%	-16%	-2%	-3%	1%	35%	37%[activator]	6%
- Cc1ccc(/C=N/NC(=O)Cn2cnc3ccccc32)cc1
 : 7%	1%	-18%	-12%	2%	-2%	47%[activator]	85%[activator]	1%
- COc1ccc(C(CNC(=O)c2ccc(S(=O)(=O)Nc3ccccc3OC)cc2)N2CCCC2)cc1 (configuration not stated)
 : 5%	i	/	/	26%	-25%	17%	21%	/
- CCn1c(=O)c2sccc2n(Cc2ccc(C)cc2)c1=O
 : -10%	7%	-4%	0%	4%	-5%	14%	14%	-8%
- O=C(COC(=O)CSc1nnc(-c2ccc(Cl)cc2)o1)Nc1cc(Cl)cc(Cl)c1
 : 21%	i	-4%	-1%	0%	-18%	6%	36%[activator]	?
- CC(CC(=O)NCc1ccccc1)C1CCCO1 (configuration not stated)
 : -2%	-7%	10%	-1%	-1%	-5%	5%	28%	10%[59 µM]
- O=C(CSc1ccc2c(c1)OCCO2)Nc1ncccc1O
 : ?	-8%	?	/	2%	50µM*	37%	?	5%[0.501 µM]
- CCCc1cc(=O)[nH]c2nnc(SCC(=O)Nc3cccc(NC(C)=O)c3)n12
 : -3%	-2%	-26%	/	18%	12%	0%	-5%	-36%
- S=C(NCc1cccs1)Nc1ccccc1Cl
 : -6%	-3%	-33%	-8%	15%	-1%	56%	44%[activator]	3%[59 µM]
- CC1(C2(O)CCCCC2)NCCc2ccccc21 (configuration not stated)
 : -24%	i	35µM*	/	-14%	0.89µM*	71µM*	-7%	32µM*
- O=C(CSc1ncccc1C(=O)O)NC1CCCCCCC1
 : -10%	-9%	-19%	-1%	-4%	?	13%	0%	-34%
- CSc1nc(-c2ccco2)cc(C(F)(F)F)c1C#N
 : -5%	5%	13%	0%	-3%	-2%[57.1 µM]	-7%	4%	25µM*
- Cn1c(SCC(=O)c2ccc3c(c2)OCCO3)nnc1C1CC1
 : 0%	-8%	-1%	1%	-2%	-11%[57.1 µM]	43%[activator]	12%	22µM*
- CCCn1c(=O)c(C(=O)NNS(=O)(=O)c2ccc(Cl)cc2)c(O)c2ccccc21
 : -5%	1%	5%	-13%	22%	-27%	12%	-5%	58%[activator][59 µM]
- CCOc1cc(C2CC(=O)Nc3c2c(C)nn3-c2nc(C)cc(C)n2)ccc1O (configuration not stated)
 : -12%	-4%	-12%	-1%	18%	-3%	50%[activator]	29%	2%[59 µM]
- CCCCNc1cc(NC(C)=O)cc2cc(OC)c(OC)cc12
 : ?	i	-36%	-11%	-2%	?	-15%	1%	45µM*
- Cc1ccccc1N=Cc1cccc(O)c1O
 : -20%	-6%	40µM*	-11%	?	40µM*	?	?	7.9µM*
- C=C(c1cn(C(C)=O)c2ccccc12)c1cn(C(C)=O)c2ccccc12
 : 5%	i	/	/	-5%	-22%	34%	-9%	/
- O=C(Cc1ccccc1)NC(Nc1ccccc1)C(Cl)(Cl)Cl (configuration not stated)
 : 1%	-1%	2%	-4%	9%	-3%	21%	11%	9%[2.33 µM]
- COc1ccc(S(=O)(=O)N(C)CC(=O)NCc2cccnc2)cc1C
 : 17%	-2%	-3%	2%	4%	-15%	13%	5%	6%[12.7 µM]
- COc1cccc(NC(=O)CN(C)C(=O)c2ccc(-c3ccc(Cl)cc3)o2)c1
 : 14%	i	?	/	-2%	?	-31%	11%	-7%[2.33 µM]
- N#C/C(=N\Nc1cccc(Cl)c1)C(=O)c1ccccc1
 : ?	-10%	45µM*	-2%	17%	?	?	0%	25µM*
- Cc1ccccc1OCC(=O)NCc1ccccc1
 : 6%	-2%	-15%	-3%	0%	-4%	9%	69%[activator]	0%[59 µM]
- Cc1ccc(OCCCCn2c(CCNC(=O)C(C)(C)C)nc3ccccc32)cc1
 : -2%	-4%	-20%	-6%	2%	-27%	13%	35%[activator]	?
- CCOC(=O)c1cccc(NC(=S)NCc2ccc(C)cc2)c1
 : -1%	-5%	1%	-11%	1%	3%	39%[activator]	12%	54%[activator]
- O=C(O)COC(=O)C1C(c2ccccc2)C(C(=O)O)C1c1ccccc1 (configuration not stated)
 : 5%	-6%	?	-3%	-15%	1%	16%	-4%	4%[59 µM]
- CC(Cl)C(=O)NN=C(c1ccccc1)c1ccccc1 (configuration not stated)
 : -5%	-2%	-7%	-5%	5%	-12%	41%[activator]	9%	15%[59 µM]
- O=C1c2ccccc2C(=O)C1c1ccc(O)cc1
 : -4%	-8%	20%	-24%	0%	-11%	43%[activator]	27%	-35%
- COc1ccc(C(=O)NC2CC(C)(C)Cc3occc32)cc1 (configuration not stated)
 : 5%	-4%	3%	-1%	5%	-21%	-3%	1%	-2%[59 µM]
- COc1ccc2c(c1)c1nc3ccccc3nc1n2CCCN1C(=O)c2ccccc2C1=O
 : ?	-6%	-1%	0%	-2%	1%	43%[activator]	16%	14%
- COc1cc(C2NC(=O)NC(C)=C2[N+](=O)[O-])cc(OC)c1OC (configuration not stated)
 : -8%	i	-3%	-2%	9%	-7%[11.4 µM]	7%	0%	5%
- CNC(=S)NCc1ccc(OC)cc1
 : -3%	-13%	-5%	-1%	2%	-12%	38%	14%	12%[59 µM]
- NS(=O)(=O)c1ccc(CCNC(=O)COC(=O)/C=C/c2ccc(OC(F)F)cc2)cc1
 : 2%	-3%	10%	/	-2%	-5%	28%	5%	-21%
- Cc1nc(-c2coc3c(CN(C)C)c(O)ccc3c2=O)cs1
 : 3%	i	-13%	-1%	9%	?	13%	-5%	43%[activator][59 µM]
- Cc1cc(C)cc(C(=O)NCCc2csc(-c3ccc(C(F)(F)F)cc3)n2)c1
 : -1%	-5%	22%	-14%	6%	13%	43%[activator][57 µM]	-2%	2%[59 µM]
- Cc1cccc(C)c1OCc1cc(C(=O)N2CC3C[C@@H]4CC2C[C@H](C3)C4)no1
 : 2%	-10%	6%	-11%	-12%	36%[activator]	65%[activator]	2%	77%[activator]
- O=C(COc1cc(Cl)c(Cl)cc1Cl)Nc1ccc([N+](=O)[O-])cc1Cl
 : -5%	5%	2%	-4%	-4%	-7%	38%	30%[activator]	-5%
- Cc1cc(C)c(S(=O)(=O)c2ccc(C(C)(C)C)cc2)c(Cl)n1
 : -2%	4%	72%[activator]	-9%	15%	30%	59%[activator]	29%	60%[activator]
- COc1ccc(OC)c(CN2CCN(C(=O)c3ccc(F)cc3)CC2)c1
 : -2%	-4%	?	1%	4%	25µM*	?	1%	32µM*
- O=C(Cc1ccccc1)NCc1ccc(F)cc1
 : -2%	i	16%	3%	0%	-3%	44%[activator]	-3%	20%[59 µM]
- CCS(=O)(=O)c1nc2ccccc2n1Cc1ccccc1Cl
 : -5%	i	5%	-1%	5%	-1%	57%[activator]	-3%	14%[59 µM]
- COc1cc2c(cc1OC)C(COc1ccc3c(C)cc(=O)oc3c1)N(C(=O)C(C)C)CC2 (configuration not stated)
 : -3%	-7%	0%	-9%	-5%	-6%	31%	30%	-12%[59 µM]
- O=C1O[C@@H](c2ccc(O)cc2)Cc2cccc(O)c21
 : -6%	-7%	7%	/	14%	-20%	22%	13%	6%[0.501 µM]
- CC(C)=CC(=O)Nc1nnc(-c2ccccc2)s1
 : -6%	0%	-5%	-1%	7%	-10%	-7%	12%	-13%[59 µM]
- COc1cccc(N2C(=O)N(Cc3ccc(C#N)cc3)c3ccccc3S2(=O)=O)c1
 : 3%	7%	-14%	-4%	3%	-11%	21%	-1%	2%[59 µM]
- CC(=O)c1cc(C)ccc1OC(=O)c1cccnc1
 : 0%	-12%	-3%	0%	15%	-4%	23%	12%	-20%[59 µM]
- Cc1cc(-c2nnc(CCC(=O)N(C)Cc3ccsc3)o2)no1
 : 1%	2%	3%	2%	2%	-4%	33%	7%	-3%[0.501 µM]
- COc1cccc(NC(=O)CS(=O)(=O)c2cccc3nsnc23)c1
 : 4%	i	-1%	-3%	-2%	-4%	29%	-7%	-6%
- O=C(CSC(=S)N1CCCCC1)N1N=CCC1c1ccccc1 (configuration not stated)
 : -2%	-14%	?	-3%	-6%	1%	33%	3%	-10%[59 µM]

Screening results from PubChem.
